# Screens (PubChem)
# ALOX12 inhib: 12-hLO (ALOX12) enzyme inhibition; purified 12-hLO, xylenol orange hydroperoxide absorbance; P18054; Potency, µM (doses to about 57.1 µM), for the others: top-dose activity change, negative = inhibition, actives largely listed as inhibitors; 150,000 compounds, 0.12% hits; further: potency means the concentration at half of the fitted maximal effect; nearly all actives have a fitted effect of over 55% in size; many of its hits are not listed in these tables
#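 Purified human 12hLO (150 nM), preincubated 15 min with compound, then 40 uM arachidonic acid for 30 min, room temperature, Hepes pH 7.0 with 0.01% Triton X-100. Hydroperoxide detected by ferrous iron/xylenol orange; 573/405 nm absorbance ratio gives reaction progress.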
# 15-hLO-2 inh: inhibitors of human 15-lipoxygenase 2 (ALOX15B); purified 15hLO-2, xylenol orange hydroperoxide absorbance; Potency, µM (highest dose often 57.1 µM), for inactives: at the highest dose activity change, negative = inhibition, most hits filed as inhibitors; AID 881; 110,000 compounds, 0.56% hits; O15296; further: potency means the concentration at half of the fitted maximal effect; nearly all actives have a fitted effect of over 60% in size; many of its hits are not listed in these tables
# Target sequence (O15296 whole entry, looked up): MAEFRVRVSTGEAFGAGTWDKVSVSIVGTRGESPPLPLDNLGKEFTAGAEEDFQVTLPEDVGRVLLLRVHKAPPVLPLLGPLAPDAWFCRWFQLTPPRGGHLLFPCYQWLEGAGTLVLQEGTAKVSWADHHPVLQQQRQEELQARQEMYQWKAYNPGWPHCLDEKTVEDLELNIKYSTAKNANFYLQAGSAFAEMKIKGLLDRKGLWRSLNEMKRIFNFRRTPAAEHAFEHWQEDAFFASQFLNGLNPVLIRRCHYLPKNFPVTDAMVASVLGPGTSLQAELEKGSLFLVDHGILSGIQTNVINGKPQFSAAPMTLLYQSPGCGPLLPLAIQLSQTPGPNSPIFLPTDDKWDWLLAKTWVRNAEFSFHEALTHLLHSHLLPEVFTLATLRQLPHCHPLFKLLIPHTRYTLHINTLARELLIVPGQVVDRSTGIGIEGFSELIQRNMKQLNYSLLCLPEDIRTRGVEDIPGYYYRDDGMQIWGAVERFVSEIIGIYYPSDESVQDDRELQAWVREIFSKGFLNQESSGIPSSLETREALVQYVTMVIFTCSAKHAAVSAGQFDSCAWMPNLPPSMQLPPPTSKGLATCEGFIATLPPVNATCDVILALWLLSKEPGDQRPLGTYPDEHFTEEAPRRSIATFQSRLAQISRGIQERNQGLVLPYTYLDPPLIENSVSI
#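 Purified human 15hLO-2 (50 nM final) preincubated with compounds 15 min at room temperature in 25 mM Hepes pH 7.5, 0.01% Triton X-100, then 45 uM arachidonic acid added for 90 min; hydroperoxide detected via ferrous/xylenol orange, 573/405 nm absorbance ratio.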
# PNC inhibitor: perinucleolar compartment assembly inhibition; activity change (PNC), negative = inhibition, % at 10 µM; 140,000 compounds, 3.1% hits; PC3M PTB-GFP, PNC prevalence imaging, 16 h; hits give low values; AID 2417;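 active means readout at or below -70, meaning at least 70% loss of cells showing the perinucleolar compartment, a nuclear body marking cancer cells; inconclusive means readout between -30 and a set limit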;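 further: plate controls were DMSO wells for no effect and camptothecin positive control wells for full effect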
#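 Read-out is percentage of cells bearing a perinucleolar compartment, from automated 20x imaging of fixed, Hoechst-stained PC3M PTB-GFP cells. Cells were seeded 4 h, then exposed 16 h to compound (23 nl of library stock) in duplicate plates.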
# IMPase inh: IMPase inhibition in cells | P97697 | CHO-M1 cells, IP1 accumulation, HTRF TR-FRET ratio | inhibition (IP1 accumulation), % at 46.1 µM | 120,000 tested, under 10 active | AID 901; active means well fitted curve in the direction sought with a large enough effect in the signal ratio, not every such curve was filed as active; inconclusive means small, poorly fitted or top-dose-only effect, or a change in a side signal; inactive means no such curve, though single readings can be large or run the other way; the % refers to the signal ratio;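 further: cells stimulated with carbachol in lithium chloride buffer; plate controls were DMSO basal wells for no effect and reference inhibitor wells for full effect; higher means more IMPase inhibition seen as more IP1 and lower FRET ratio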
# Target sequence (P97697 whole entry, looked up): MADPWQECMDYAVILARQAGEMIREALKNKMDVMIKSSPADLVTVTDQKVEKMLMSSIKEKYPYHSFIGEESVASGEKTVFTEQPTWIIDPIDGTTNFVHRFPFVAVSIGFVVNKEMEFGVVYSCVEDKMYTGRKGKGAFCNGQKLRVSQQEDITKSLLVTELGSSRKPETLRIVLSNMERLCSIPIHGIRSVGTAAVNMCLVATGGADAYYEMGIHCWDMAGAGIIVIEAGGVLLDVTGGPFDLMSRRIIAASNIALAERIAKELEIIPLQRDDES
#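 Measured: the HTRF emission ratio (665/620 nm) plus the 620 nm donor channel, each fitted to the Hill equation to give AC50. Cells were CHO-M1 given compounds up to 46 uM and a 30 min carbachol stimulation at 37C.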
# The depositor's hits bear a star; ? = inconclusive; . = not tested or not shown; & = joins results of further samples; [ ] = another dose, or the depositor's remark. Unless noted, the call rests on the fitted dose curve; in most records, active means well fitted curve in the direction sought with a large enough effect; inconclusive means small, poorly fitted or top-dose-only effect, or another doubt; inactive means no such curve, though single readings can be large; an effect the other way counts as inactive or inconclusive. Unless noted, on the % scale 0 is the no-effect control and ±100 the full control effect. Only part of the results is shown; rates above refer to the full screens.
# Values run as follows: ALOX12 inhib	15-hLO-2 inh	PNC inhibitor	IMPase inh
> CCn1ccc(C(=O)Nc2c(C)nn(Cc3c(F)c(F)c(F)c(F)c3F)c2C)n1
  -3%	.	?	.
> Clc1cccc(Cl)c1CSc1cc2c(nn1)-c1ccccc1CC2
  -8%	-2%	35	9
> CN1C(=O)c2ccccc2C(C(=O)NCCCN2CCCC2)C1c1c[nH]c2ccccc12 (stereo not given)
  5%	12%	-13	-6
> COc1cc(/C=N/n2c(-c3ccc4c(c3)NC(=O)CO4)csc2=Nc2cccc(C)c2)ccc1O
  -3%	.	?	.
> O=C(CSc1ncc(C(F)(F)F)cc1Cl)N1CCN(S(=O)(=O)c2ccc3ccccc3c2)CC1
  -4%	-5%	?	4
> C#CC(C)(C)NC(=O)c1ccccc1OC
  -2%	-1%	42	8
> COc1ccc(S(=O)(=O)N(C)CC(=O)NC2CCCC2)cc1Cl
  2%	7%	-19	7
> CC(NC(=O)NC1CCCCC1)C(c1cccs1)N1CCN(Cc2ccccc2)CC1 (stereo not given)
  -3%	2%	?	7
> CN(C)c1ccc(N=C/C=C2/N(C)c3ccccc3C2(C)C)cc1
  -8%	.	-7	.
> CN1CCCc2cc3c(C(F)(F)F)cc(=O)oc3nc21
  -13%	-21%	-19	?
> COc1ccnc(Oc2ccccc2)n1
  2%	.	-12	.
> OC(COc1cccc(OCC(O)CN2CCOCC2)c1)CN1CCOCC1 (stereo not given)
  0%&4%	7%&0%	40&-17	6&0
> Nc1nnc(SCCCC(=O)c2ccc(Br)cc2)s1
  2%	.	-30	9
> Cc1[nH]nc2c1C(CCc1ccccc1)C(C#N)=C(N)O2 (stereo not given)
  -3%	-3%	?	-5
> Cc1cccc(-n2c(SCC(N)=O)nc3c(c2=O)C2(CCCCC2)Cc2ccccc2-3)c1
  2%	.	74	.
> O=C(NCc1cccnc1)C1CC(=O)N(c2ccc(Cl)cc2)C1 (stereo not given)
  -4%	2%	-23	1
> CCN1C(=O)C(F)(CC)C(=O)c2ccccc21 (stereo not given)
  1%	.	-27	-11
> O=C(Nc1ccc(S(=O)(=O)Nc2ccccc2)cc1)C1COc2ccccc2O1 (stereo not given)
  -14%	.	123	2
> Cn1c(NCc2ccco2)nc2c1c(=O)n(Cc1ccc(Cl)cc1Cl)c(=O)n2C
  -4%	-1%	-14	9
> CCOC(=O)/C(=C/c1ccc(N2CCC(c3ccccc3)=N2)cc1)C(C)=O
  -2%	.	24	.
> Cc1cc2ccccc2n1CCNC(=O)C(C)C
  -5%	-7%	6	1
> Cc1cc(C(=O)NCCC2=CCCCC2)c(C)o1
  2%	-11%	-81*	-10
> Cc1nc2c3cc(F)ccc3n(Cc3ccc(F)cc3)c2s1
  -1%	.	80	.
> COc1ccc(-c2c3c(=O)n(C)c(=O)n(C)c3cn2C2CCCCC2)cc1
  -9%	-23%	-14	16
> CCOc1ccc2nc(Nc3nc(CSc4nnnn4-c4ccccc4)cc(=O)[nH]3)nc(C)c2c1
  -5%	-18%	51	-10
> NC[C@H]1O[C@@H](n2cnc3c(=O)[nH]c(N)nc32)[C@@H](O)[C@@H]1O
  -8%[11.4 µM]	-4%[11.4 µM]	.	.
> Cn1c(=O)c(=O)n(C)c2cc(S(=O)(=O)NCCc3ccccc3)ccc21
  -1%	3%	2	-12
> Oc1ccc(-c2nc3cnccn3c2Nc2ccc3c(c2)OCCO3)cc1
  ?	-24%	-19	8
> COc1ccc(OC)c(CN2CCN(C(=O)c3cccs3)CC2)c1
  -5%	-12%	-28	2
> C=CCn1c(SCC(=O)N2CCN(c3ccccc3)CC2)nnc1-c1ccco1
  3%	1%	?	4

# Results in ALOX12 inhib (two entries from above):
Molecule | ALOX12 inhib
Cc1cc2ccccc2n1CCNC(=O)C(C)C | -5%
COc1ccc(OC)c(CN2CCN(C(=O)c3cccs3)CC2)c1 | -5%

# The results go on.
# Values run as follows: ALOX12 inhib	15-hLO-2 inh	PNC inhibitor	IMPase inh
> Cc1ccc(OCC(O)CN2CCN(Cc3ccc4c(c3)OCO4)CC2)c(C)c1 (stereo not given)
  -6%	44%[activator]	21	-3
> CSCCC(NC(=O)c1cc(CC(C)C)oc1C)C(=O)O (stereo not given)
  2%	8%	34	2
> Nc1c(C(=O)N2CCOCC2)sc(=S)n1-c1ccccc1
  1%	-4%	40	0
> OCCSc1nncn1/N=C/c1c[nH]c2ccccc12
  -1%	0%	40	5
> CNc1nc(Oc2ccc(C(=O)OC)cc2)nc(SC)n1
  1%	.	4	14
> CCC1=NNC(=O)C(CC(=O)Nc2ccccc2)c2cc(OC)c(OC)cc21 (stereo not given)
  -1%	.	15	.
> CC1=NN(c2ccccc2)C(=O)/C1=C\c1c(C)[nH]n(-c2ccccc2)c1=O
  -2%	2%	20	6
> Cc1ccc(N=Nc2c(O)ccc3cc(S(=O)(=O)O)ccc23)cc1
  -8%[11.4 µM]	-6%[11.4 µM]	.	.
> CN1CCN(c2ccnc(-c3cccc(NS(C)(=O)=O)c3)n2)CC1
  1%	0%	.	.
> COc1cc(NC(=O)C2CCCCC2)c2ncccc2c1
  -2%	7%	-4	-1
> COc1ccccc1NC(=O)N1CCc2[nH]c3ccc(Cl)cc3c2C1
  ?	6%	23	1
> CCOC(=O)CCc1c(C)c2ccc(OCc3cc([N+](=O)[O-])ccc3OC)c(C)c2oc1=O
  10%	.	?	.
> CCN=c1sc(C(=O)NCCc2ccccc2)cc(=O)n1CC
  -15%	-24%	22	-12
> COC(=O)C1=C(C)NC(C)=C([N+](=O)[O-])[C@H]1c1ccccc1C(F)(F)F
  -6%	-2%	.	?
> CC(/C=N/N1CCN(c2ccccc2)CC1)=C\c1ccco1
  -5%	-4%	25	5
> COC(=O)CN(c1ccc(C)cc1)S(=O)(=O)c1c(C)[nH]c(=O)[nH]c1=O
  4%	-2%	14	-2
> CCN(CC)c1cccc(O)c1
  -1%	-3%	.	.
> CNC(=O)C1(C)C=CC2(CCCCC2)N1C(C)=O (stereo not given)
  1%	1%	.	.
> CC1CCN(c2c(NCC3CCC(C(=O)NCc4ccccc4)CC3)c(=O)c2=O)CC1 (stereo not given)
  -2%	.	?	.
> CN(C)c1ccc(C(=S)NCc2ccco2)cc1
  -5%	9%[2.29 µM]	-17	-4
> Cc1cccc(-c2c3c(=O)n(C)c(=O)n(C)c3cn2-c2ccccc2O)c1
  5%	-19%	?	-5
> COc1ccccc1N(C)S(=O)(=O)c1ccc(C(=O)N2CCC(C(N)=O)CC2)cc1
  -1%	-5%	1	2
> c1ccc(Nc2nc(N3CCCCC3)nc(N3CCNCC3)n2)cc1
  7%	50%[activator]	-20	-3
> CCN(CC)CCn1c(SCC(=O)NCc2ccco2)nc2c(sc3ccccc32)c1=O
  5%	32%[activator]	-5	-1
> Cn1cccc1Cc1nnc(SCC(=O)N2CCCC2)n1CCc1ccccc1
  1%	-6%	-15	-4
> O=C(NCCSc1ccc(Cl)cc1)c1ccco1
  -5%	0%	7	-11
> Cc1cc(C)cc(N2C(=O)CC(Sc3nnnn3-c3ccccc3)C2=O)c1 (stereo not given)
  5%	-22%	36	-5
> COc1ccc(NC(=O)c2cncc(Br)c2)c(S(=O)(=O)N2CCOCC2)c1
  1%	11%	5	0
> CCOC(=O)c1c(C)nc(C)c(C(=O)OCC)c1-c1ccc(OC)cc1
  1%	6%	53	8
> O=C1CCC(=O)N1CN(C(=O)c1ccco1)c1ccccc1
  -3%	-2%	9	-5
> O=C(c1cccc(S(=O)(=O)N2CCCCC2)c1)N1CCc2ccccc21
  -5%	.	5	.
> CCOC(=O)C1=NN(c2ccccc2)C2=NC(C)=C(C(=O)OC)C(c3ccc(C)cc3)N12 (stereo not given)
  -4%	.	?	.
> CC(C)C(=O)Nc1ccc(Nc2ccccc2)cc1
  1%	-6%	?	-20
> COc1ccc(/C=C(\C#N)c2nc3ccc(C)cc3[nH]2)cc1Oc1ccc(C(F)(F)F)cc1[N+](=O)[O-]
  10%	-22%	25	-15
> CC(C)COc1ccc(C(=O)NCc2ccco2)cc1
  2%	-12%	?	8
> COC(=O)c1ccccc1NC(=S)N(Cc1ccc2c(c1)OCO2)Cc1cc2ccc(OC)cc2[nH]c1=O
  -1%	.	14	.
> O=C1CC(NCc2ccc3c(c2)OCO3)C(=O)N1CCc1ccccc1 (stereo not given)
  -15%	3%	0	14
> CC(C)(C)c1cc(NCCCn2ccnc2)n2ncc(-c3ccc(Cl)cc3)c2n1
  -1%	.	45	-11
> CN(C)c1ccc(C2=NOC(CN3C(=O)c4ccccc4S3(=O)=O)C2)cc1 (stereo not given)
  -2%	-10%	-24	5
> CC(=O)c1ccc(NS(=O)(=O)c2ccc3ccccc3c2)cc1
  0%	.	-20	.

# Whole records as entered above. Order of values: ALOX12 inhib, 15-hLO-2 inh, PNC inhibitor, IMPase inh
# Listed for COc1ccc(/C=C(\C#N)c2nc3ccc(C)cc3[nH]2)cc1Oc1ccc(C(F)(F)F)cc1[N+](=O)[O-] : 10%, -22%, 25, -15
# Listed for O=C(c1cccc(S(=O)(=O)N2CCCCC2)c1)N1CCc2ccccc21 : -5%, ., 5, .
# Listed for CC(=O)c1ccc(NS(=O)(=O)c2ccc3ccccc3c2)cc1 : 0%, ., -20, .
# Listed for CC(C)C(=O)Nc1ccc(Nc2ccccc2)cc1 : 1%, -6%, ?, -20
# Listed for CN(C)c1ccc(C2=NOC(CN3C(=O)c4ccccc4S3(=O)=O)C2)cc1 (stereo not given) : -2%, -10%, -24, 5

# Other compounds follow.
# Values run as follows: ALOX12 inhib	15-hLO-2 inh	PNC inhibitor	IMPase inh
> O=[N+]([O-])c1cccc(/C=N/n2c(-c3cccnc3)n[nH]c2=S)c1
  -1%	.	20	.
> COc1cccc(OCCn2ccnc2)c1
  -3%	.	176	15
> O=c1oc(-c2cccs2)nc2ccccc12
  6%	-4%	-1	1
> O=C(O)Cn1cc(C(=O)C2CC2)c2ccccc21
  5%	-6%	?	2
> CC1(C)Oc2ccc(C(=O)NC3CC3)cc2N(CC(=O)N2CCOCC2)C1=O
  -1%	0%	-2	6
> CC1(C)C(=O)Nc2ccccc2N1C(=O)COC(=O)Cn1cnc2ccccc2c1=O
  -6%	.	-28	-5
> O=S(=O)(c1ccc2ccccc2c1)N1CCN(S(=O)(=O)c2ccc3ccccc3c2)CC1
  2%[11.4 µM]	-7%[11.4 µM]	.	.
> COc1ccc(Br)cc1/C=N/NC(=O)c1nc(-c2ccccc2)n2c1CCCCC2
  -8%	22%	45	-6
> O=C(Cc1c(F)cccc1Cl)Nc1ccon1
  3%	2%	-19	6
> CC(=O)Nc1ccc(NC(=O)c2oc3cc(C)c(C)cc3c2C)cc1
  2%	1%	20	2
> Cc1cccc(C(=O)Nc2sc(C(=O)N3CCCC3)c(C)c2C#N)c1
  2%	-4%	32	-2
> COc1ccccc1-c1c(C(F)(F)F)oc2cc(OC(=O)c3ccc([N+](=O)[O-])cc3)ccc2c1=O
  -2%	.	?	-5
> CCN(CC)C(=O)CSc1nc2ncccc2[nH]1
  -2%	1%	-5	?
> Cc1c(NC(=O)c2cnn3cccnc23)c(=O)n(-c2ccccc2)n1C
  1%	-9%	-24	7
> Cc1nc2ccccc2c(=O)n1NC(=O)COc1ccccc1
  5%	-4%	-28	-1
> CCOC(=O)C1CCCN(C(=O)Cc2c(C(=O)O)[nH]c3ccccc23)C1 (stereo not given)
  -6%	-6%	-1	7
